# High-throughput results: PubChem, several laboratories
# FLuc inh counter: firefly luciferase enzyme inhibitors, primary screen, artefact control for luciferase-based inhibitor screens, biochemical, luminescence, ATPLite. inhibition, % at 10 µM. 1.5% of 200,000 active. 10 min. AID 1006, 2008;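 active means inhibition above about 50% when tested at 10 µM, limit read from the data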
# Target sequence (P08659 whole entry, looked up): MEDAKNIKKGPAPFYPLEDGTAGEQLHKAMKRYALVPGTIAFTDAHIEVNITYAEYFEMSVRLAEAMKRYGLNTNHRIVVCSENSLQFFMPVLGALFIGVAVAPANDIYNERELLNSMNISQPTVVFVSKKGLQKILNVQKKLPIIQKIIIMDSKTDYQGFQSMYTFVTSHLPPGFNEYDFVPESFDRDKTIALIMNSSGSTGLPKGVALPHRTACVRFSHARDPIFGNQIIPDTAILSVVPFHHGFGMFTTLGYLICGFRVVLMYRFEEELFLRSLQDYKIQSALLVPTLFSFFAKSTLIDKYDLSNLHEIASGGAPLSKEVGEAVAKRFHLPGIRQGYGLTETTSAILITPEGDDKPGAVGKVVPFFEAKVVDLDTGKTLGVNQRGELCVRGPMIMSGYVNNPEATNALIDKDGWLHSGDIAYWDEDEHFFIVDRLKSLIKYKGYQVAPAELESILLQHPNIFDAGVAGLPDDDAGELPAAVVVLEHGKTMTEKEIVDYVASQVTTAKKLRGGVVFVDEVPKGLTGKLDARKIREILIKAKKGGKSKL
# STAT1 blocker: STAT1 signaling inhibitors, primary screen, cell-based, HTS, luciferase reporter. NIH 3T3 STAT1-luciferase reporter, IFN-gamma, luminescence. inhibition, % at 5.5 µM. 0.35% of 200,000 active;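 active means inhibition above a set limit, the mean inhibition across all tested compounds plus 3 SD, cut at about 34% in these data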;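 further: 0% = IFN-gamma with DMSO and 100% = IFN-gamma with 300 µM nifuroxazide; values of inactives mirror those of a sister screen read the other way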
# APP 5'UTR act: activators of APP 5'UTR luciferase reporter, primary screen, SH-SY5Y cells. SH-SY5Y APP 5'UTR luciferase reporter, luminescence; zero percent = DMSO vehicle wells. 1% of 190,000 active. activation, % at 2 µM;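 active means activation above a set limit, based on mean plus 3 SD of controls, cut at about 140% in these data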; further: values of inactives mirror those of a sister screen read the other way
# ROMK primary: ROMK potassium channel modulators, primary screen, cell-based, thallium flux, MLSMR library; 2% of 130,000 active; B-score at 10 µM; Tet-inducible ROMK, thallium flux fluorescence; actives lie on both sides;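 active means signal ratio slope over the read window, or its plate-corrected B-score, at least 3 SD from the plate mean, either direction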;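 further: B-score of the F/F0 ratio slope over 7 to 12 s after thallium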
# Target sequence (P48048 whole entry, looked up): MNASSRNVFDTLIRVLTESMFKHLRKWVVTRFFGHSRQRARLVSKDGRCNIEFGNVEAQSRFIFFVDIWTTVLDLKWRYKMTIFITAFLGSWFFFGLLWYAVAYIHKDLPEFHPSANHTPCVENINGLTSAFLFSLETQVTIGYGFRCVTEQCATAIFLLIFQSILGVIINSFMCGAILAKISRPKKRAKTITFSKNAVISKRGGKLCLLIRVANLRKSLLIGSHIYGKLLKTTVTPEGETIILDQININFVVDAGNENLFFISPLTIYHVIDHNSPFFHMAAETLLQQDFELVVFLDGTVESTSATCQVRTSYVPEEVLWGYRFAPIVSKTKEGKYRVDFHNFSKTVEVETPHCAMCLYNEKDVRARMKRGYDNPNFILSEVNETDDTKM
# FLuc stim CS: FLuc activators, initial screening, artefact control for FLuc-dependent activation tests, biochemical, ATPlite luminescence; Luciferin 4-monooxygenase (Photinus pyralis), P08659; activation factor at 10 µM; 200,000 tested, under 10 active; ATPlite luciferase biochemical, 10 min; 0 = ATP-free wells, 1 = DMSO control;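 active means luciferase activation factor, scaled between plate controls, of at least 2 with compound at 10 µM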
#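 test system = cell-free luciferase reagent | medium = PBS as buffer for the ATP substrate | dosing = test compounds dosed from 2 mM stocks in 100% DMSO | incubation = 10 min at ambient temperature | detection = luminescence measurement of luciferase light output | benchmarks = low control with PBS replacing ATP, high control enzyme plus ATP without compound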
# NF-kB expr up: activators of NF-kB expression in neurons, primary screen, cell-based, HTS | human neuronal cells, NF-kB reporter expression; hits give high values | fold change at 12.5 µM | 1.6% of 190,000 active | AID 1239, 2008; in the data active means fold change above about 3.3
# APP 5UTR inh: inhibitors of APP translation via 5'UTR reporter, primary screen, APP 5'UTR luciferase, SH-SY5Y cells | SH-SY5Y APP 5'UTR-luciferase reporter, luminescence | 0.82% of 190,000 active | inhibition, % at 2 µM;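 active means inhibition above a set limit, derived from the sample mean plus 3 SD, cut at about 45% in these data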; further: values of inactives mirror those of a sister screen read the other way
# STAT3 blocker: IL-6 driven STAT3 reporter inhibitors, primary screen, U3A cells, luciferase, luminescence, MLSCN library. 0.89% of 190,000 active. inhibition, % at 5.5 µM. IL-6 STAT3-luciferase reporter; host cell line lacks STAT1;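 active means inhibition above the mean inhibition across all screened compounds plus 3 SD, cut at about 44% in these data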;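 further: 0% = DMSO only wells and 100% = 100 µM nifuroxazide control wells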
# STAT1 activator: STAT1 signaling activators, primary screen, cell-based, HTS, luciferase reporter | activation (% of control), % at 5.5 µM | NIH 3T3 STAT1-luciferase reporter, IFN-gamma, luminescence; 100% = IFN-gamma alone, no compound | AID 932, 2007 | 2.6% of 200,000 active;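 active means activation above the screen-wide mean activation plus 3 SD, cut at about 130% in these data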;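 further: raw ratio to IFN-gamma control signal so 100% means no change and 0% no light; values of inactives mirror those of a sister screen read the other way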
# STAT3 activator: IL-6 driven STAT3 reporter potentiators, primary screen, U3A cells, luciferase, luminescence, MLSCN library. activation (% of control), % at 5.6 µM. 0.91% of 190,000 active. IL-6 STAT3-luciferase reporter; 100% = signal with IL-6 EC80 alone. AID 871, 2007;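 active means activation above the screen-wide mean of compound activation plus 3 SD, cut at about 130% in these data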;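 further: 0% = background luminescence of wells with medium and substrate only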
#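 Material: STAT3-luciferase reporter U3A cells; Probe or stimulus: IL-6 (33 ng/mL); Incubation: compound pre-incubation 1 h before IL-6, then 6 h stimulation at 37 °C; Technique: luminescence from STAT3-driven luciferase reporter; Evaluation: % activation versus median of IL-6-stimulated wells; Controls: IL-6-only high control.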
# * = called active by the depositor; x = no result given. Rows are unselected; about 7.1% have a hit in one of these screens.
entry	compound	FLuc inh counter	STAT1 blocker	APP 5'UTR act	ROMK primary	FLuc stim CS
1	CCOc1ccc(NC(=O)NC2CCOC(C)(C)C2)cc1 (configuration not stated)	-2	-4	9	x	1
2	CCOC(=O)C1CCN(C(=O)Cc2ccc(C)cc2)CC1	-6	-2	9	-0.44	1.1
3	CC1(C)Cc2c(sc(/N=C/N3CCCCC3)c2C#N)C(C)(C)N1	-3	3	-2	0.034	1
4	COc1cc(/C=N/O)ccc1OCc1ccc([N+](=O)[O-])cc1	35	-118	124	0.096	0.6
5	COC(=O)C1=C(C)N(Cc2cccnc2)C(=O)/C1=C\c1sccc1C	-6	7	-16	-2.6	1.1
6	CCOc1ccc(N2CC(C(=O)NCc3cccc(C)c3)CC2=O)cc1 (configuration not stated)	0	-1	14	0.052	1
7	O=C(Nc1cccc(S(=O)(=O)NC2=NCCC2)c1)C1CC(=O)N(c2ccc3c(c2)OCCO3)C1 (configuration not stated)	-1	-17	-10	-1.3	1
8	Cc1cc2c(OCC(O)CNC(C)(C)C)cccc2[nH]1 (configuration not stated)	-5	-7	-21	-0.65	1
9	CCOC(=O)c1cnc(-c2cccc(OC)c2)[nH]c1=O	3	-2	15	x	1
10	COc1cccc2cc(/C(C)=N/NC(=O)c3ccco3)oc12	10	-13	30	-0.53	0.9
11	CSc1ccccc1NC(=O)CN(c1cc(C)cc(C)c1)S(C)(=O)=O	-2	7	-5	x	1
12	CCCCCN1C(C)=CC(=C(C#N)C#N)C=C1C	-6	2	4	0.47	1.1
13	c1ccc(-c2nn3c(-c4ccccc4)nnc3s2)cc1	-3	-5	4	0.008	1
14	C=CCn1cc(C(=O)OC)c(=O)c2cc(S(=O)(=O)N(CC)CC)ccc21	-1	-12	8	-0.74	1
15	CCC(C)(C)n1nnnc1CN1CCN(c2nc3cc(OC)ccc3cc2C#N)CC1	-9	-1	4	x	1.1

entry	NF-kB expr up	APP 5UTR inh	STAT3 blocker	STAT1 activator	STAT3 activator
1	1.3	-9	2	104	107
2	1.3	-9	-5	100	104
3	0.92	2	1	97	97
4	6.3*	-124	-7	206*	106
5	1.3	16	14	92	90
6	1.1	-14	4	101	99
7	0.9	10	11	115	92
8	0.9	21	4	106	103
9	1	-15	9	102	96
10	1.3	-30	12	111	92
11	1.1	5	-3	93	107
12	0.97	-4	11	97	94
13	0.92	-4	13	103	92
14	0.98	-8	4	111	103
15	0.66	-4	30	101	79

# (further entries)
entry	compound	FLuc inh counter	STAT1 blocker	APP 5'UTR act	ROMK primary	FLuc stim CS
16	COc1ccc(NC(=O)Cn2c(=O)n(CC(=O)NCc3ccco3)c(=O)c3ccccc32)cc1	-2	-1	-2	x	1
17	CCN(CC)S(=O)(=O)c1cccc(C(=O)OCC(=O)Nc2ccc3c(c2)c2ccccc2n3CC)c1	-9	3	14	-0.023	1.1
18	COc1cc(NC(=O)C2CCCN(S(=O)(=O)c3ccc4c(c3)oc(=O)n4C)C2)cc(OC)c1 (configuration not stated)	-10	2	27	x	1.1
19	Cc1cc(C)n(/N=C\c2c(O)ccc3ccccc23)c(=O)c1C(N)=O	-4	-3	-3	2.6	1
20	COc1ccc(N2CCN(C(=O)C3CC(=O)N(c4ccc(C)cc4)C3)CC2)cc1 (configuration not stated)	-9	2	-7	0.42	1.1
21	Cc1cc(S(=O)(=O)N2CCN(c3ccccc3O)CC2)c(C)s1	-8	4	3	x	1.1
22	C=C(C)c1cccc(C(C)(C)NC(=O)NCc2ccc(OC)c(OC)c2)c1	0	2	-1	0.45	1
23	O=C(CSc1nc(N2CCCCC2)nc(N2CCCCC2)n1)NC1CCCCC1	x	4	-7	x	x
24	C=CCn1c(SCC(=O)c2cc(C)n(Cc3cccs3)c2C)nnc1-c1ccncc1	11	-3	-18	x	0.9
25	CC(C)c1nnc(SCC(=O)N2CCOCC2)n1C	-4	2	2	x	1
26	O=C(Nc1nccs1)c1csc2c1CCCC2	13	-11	42	x	0.9
27	Cc1onc(-c2ccccc2Cl)c1C(=O)Nc1ccc(-n2nncc2-c2ccco2)cc1	-7	0	1	x	1.1
28	CCNC(=O)CN(Cc1ccccc1)S(=O)(=O)c1ccccc1	-3	4	1	-0.05	1
29	CCCNC(=O)NS(=O)(=O)c1cnccc1Sc1ccc(Cl)c(Cl)c1	-5	-8	10	x	1.1
30	COCCNC(=S)Nc1ccccn1	-4	-2	-15	0.46	1

entry	NF-kB expr up	APP 5UTR inh	STAT3 blocker	STAT1 activator	STAT3 activator
16	1.2	2	16	105	93
17	0.77	-14	-11	98	113
18	0.85	-27	-1	98	108
19	1.1	3	1	103	105
20	1.2	6	5	99	100
21	1.1	-3	8	96	97
22	0.97	1	3	98	102
23	x	7	-8	96	107
24	1.1	18	8	104	99
25	1.3	-2	5	99	98
26	1.9	-42	-15	110	113
27	0.8	-1	8	100	96
28	1.2	-1	-9	96	114
29	1.8	-10	5	107	99
30	0.99	15	6	100	99

# Quoted at random: 2 entries already listed.
entry	compound	FLuc inh counter	STAT1 blocker	APP 5'UTR act	ROMK primary	FLuc stim CS
25	CC(C)c1nnc(SCC(=O)N2CCOCC2)n1C	-4	2	2	x	1
26	O=C(Nc1nccs1)c1csc2c1CCCC2	13	-11	42	x	0.9

entry	NF-kB expr up	APP 5UTR inh	STAT3 blocker	STAT1 activator	STAT3 activator
25	1.3	-2	5	99	98
26	1.9	-42	-15	110	113

# For convenience, part of the list above:
entry	compound	FLuc inh counter	STAT1 blocker	APP 5'UTR act	ROMK primary	FLuc stim CS
29	CCCNC(=O)NS(=O)(=O)c1cnccc1Sc1ccc(Cl)c(Cl)c1	-5	-8	10	x	1.1
30	COCCNC(=S)Nc1ccccn1	-4	-2	-15	0.46	1

entry	NF-kB expr up	APP 5UTR inh	STAT3 blocker	STAT1 activator	STAT3 activator
29	1.8	-10	5	107	99
30	0.99	15	6	100	99

# Other structures:
entry	compound	FLuc inh counter	STAT1 blocker	APP 5'UTR act	ROMK primary	FLuc stim CS
31	Cc1ccc(N2CCN(CC(=O)Nc3c(C(=O)C4CC4)oc4ccccc34)CC2)cc1	-4	-8	-2	x	1
32	C/C(=N\NC(=O)c1cccnc1)c1cccc([N+](=O)[O-])c1	-3	-8	-12	0.86	1
33	CCCNS(=O)(=O)c1ccc(C(=O)NCC2CCCO2)cc1 (configuration not stated)	-6	-1	-16	x	1.1
34	Cc1cc(=O)n2c3c(sc2n1)C(=O)N(Cc1ccccc1)C3=O	-4	20	5	0.057	1
35	CCCN1CCN(C(c2cc3cc4c(cc3[nH]c2=O)OCO4)c2nnnn2C(C)(C)C)CC1 (configuration not stated)	-2	5	-2	x	1
36	CC(C)NC(=O)C(=O)NNC(=O)C12CC3CC(CC(C3)C1)C2	-7	2	x	x	1.1
37	O=C(Nc1cc(C(F)(F)F)ccc1N1CCOCC1)c1cn2ccccc2n1	-4	9	5	x	1
38	O=C(NC1CCN(Cc2ccccc2)CC1)C1CCN(S(=O)(=O)c2cccc3cccnc23)CC1	-2	6	9	x	1
39	CC(=O)Nc1ccc(NC(=O)COC(=O)[C@@H](NC(=O)c2ccc(F)cc2)C(C)C)cc1	-5	-2	19	0.33	1
40	Cc1cc(/C=N/n2cnnc2)c(C)n1-c1ccc(Cl)cc1	-3	9	3	x	1
41	COc1ccc(C2=NOC(C(=O)Nc3cc(Br)ccc3O)C2)cc1OC (configuration not stated)	-4	0	4	x	1
42	Nc1c(C(=O)NCc2ccccc2)c2nc3ccccc3nc2n1CCCN1CCOCC1	-5	15	-10	1.3	1.1
43	Cc1cccn2cc(-c3ccc(Cl)cc3)nc12	63*	10	254*	-0.021	0.4
44	CCc1ccccc1NC(=O)c1cc(=O)c2ccccc2o1	-4	-11	13	1.8	1
45	Cc1ccc(/C=C2/SC(=S)N(CCC(=O)N3CCN(c4ccccc4)CC3)C2=O)cc1	0	4	11	x	1

entry	NF-kB expr up	APP 5UTR inh	STAT3 blocker	STAT1 activator	STAT3 activator
31	1.4	2	-3	107	107
32	1.2	12	6	105	103
33	1	16	0	101	103
34	1.2	-5	6	81	97
35	0.95	2	-9	96	109
36	1.2	x	14	98	93
37	0.87	-5	4	92	98
38	x	-9	-2	95	102
39	0.83	-19	6	101	97
40	1	-3	3	93	100
41	0.64	-4	-20	100	117
42	1.1	10	12	87	92
43	9.6*	-254	39	90	72
44	1.2	-13	26	108	84
45	1.4	-11	12	91	98

# (list continues)
entry	compound	FLuc inh counter	STAT1 blocker	APP 5'UTR act	ROMK primary	FLuc stim CS
46	CCOC(=O)N1CCN(c2c(NCc3cccs3)c(=O)c2=O)CC1	-4	0	14	x	1
47	CN(C)CCNC(=O)NC1CCCCC1	-3	-3	14	0.7	1
48	CCn1c(=O)c([N+](=O)[O-])c(NCC(O)c2ccccc2)c2ccccc21 (configuration not stated)	-5	9	5	x	1
49	COc1ccc(CN2CCNC(=O)C2CC(=O)O)c(OC)c1 (configuration not stated)	-3	-2	3	x	1
50	COc1ccc(CNC(=O)C/C(C)=N/NC(=O)c2ccc([N+](=O)[O-])cc2Cl)cc1	-2	-15	-2	0.015	1
51	Cc1cc(C)nc(SCc2ccc(C(=O)N/N=C/c3ccco3)cc2)n1	-3	5	-9	-0.0011	1
52	Cc1c(NC(=O)CSc2nc3ccc(Cl)cc3[nH]2)c(=O)n(-c2ccccc2)n1C	-8	5	21	-0.3	1.1
53	S=c1[nH]cc(Cc2ccccc2)s1	5	10	-2	0.68	0.9
54	COc1cc(Nc2ccc(C)cc2)c([N+](=O)[O-])nc1[N+](=O)[O-]	-4	6	-20	x	1
55	COC(=O)c1ccc(-c2ccc(F)cc2)nc1C	46	-36	128	-0.61	0.5
56	COc1ccc(CCNC(=O)C(C)SCc2ccccc2)cc1 (configuration not stated)	1	4	7	0.41	1

entry	NF-kB expr up	APP 5UTR inh	STAT3 blocker	STAT1 activator	STAT3 activator
46	0.9	-14	3	100	102
47	1.1	-14	-2	103	106
48	0.91	-5	24	92	80
49	1.1	-3	1	102	106
50	1.5	2	-4	112	110
51	0.86	9	-2	96	103
52	1.4	-21	2	96	103
53	1.1	2	2	92	98
54	1	20	-13	100	113
55	1.3	-128	7	132*	94
56	x	-7	8	97	98

# Results in APP 5UTR inh, ROMK primary and FLuc inh counter, for some of the entries so far:
no.	compound	APP 5UTR inh	ROMK primary	FLuc inh counter
35	CCCN1CCN(C(c2cc3cc4c(cc3[nH]c2=O)OCO4)c2nnnn2C(C)(C)C)CC1 (configuration not stated)	2	x	-2
36	CC(C)NC(=O)C(=O)NNC(=O)C12CC3CC(CC(C3)C1)C2	x	x	-7
37	O=C(Nc1cc(C(F)(F)F)ccc1N1CCOCC1)c1cn2ccccc2n1	-5	x	-4
38	O=C(NC1CCN(Cc2ccccc2)CC1)C1CCN(S(=O)(=O)c2cccc3cccnc23)CC1	-9	x	-2
